GPR35 antagonists – GPR35 antagonists blocking zaprinast-driven arrestin recruitment, primary screen, imaging, U2OS, beta-arrestin-GFP, zaprinast agonist (AID 2058); inhibition, % at 10 µM, or IC50 in µM where a hit was titrated; 290,000 tested, 0.052% active; U2OS GPR35 beta-arrestin-GFP translocation imaging, zaprinast antagonism; higher % means a stronger effect;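 active means inhibition of at least 50% with at least 30 cells and total cytoplasm GFP at most 10,000,000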
T cell modulator – T cell immune modulators affecting CD8 T cell-vesicle binding | calls only at 7 µM | 2C CD8+ T cell-vesicle binding, flow cytometry; stronger effect = lower value | 330,000 tested, 0.068% active;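 active means response, share of CD8 T cells binding vesicles, and their 90th percentile fluorescence all below set limits, cut at about 80% in these data, passing the limit was not always enough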
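Material: 2C TCR transgenic mouse naive CD8+ T cells, MACS-purified. Also added: QL9-charged Drosophila Ld/ICAM-1/B7-1 vesicles. Timing: binding 1.5 h at 37 °C. Measured by: high-throughput flow cytometry with anti-B7-1 and anti-CD8 staining. Read-out: percent CD8+ FL2 mean versus row control. Controls: Unloaded micro-vesicles (low), QL9 vesicles with 0.7% DMSO (high).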
KOR beta-arrestin-1 – KOR agonists, beta-arrestin recruitment, primary screen, cell-based, luminescence, uHTS (AID 1777). 280,000 tested, 0.02% active. one-dose activation, % at 10 µM; EC50 in µM for titrated hits. KOR beta-arrestin recruitment, luminescence; higher % means a stronger effect; in the data active means activation above about 50%, passing the limit was not always enough; further: a part of the inactive calls stands beside numbers as strong as those of hits
Salmonella PhoP GFP – inhibitors of PhoP regulon expression, primary screen, Salmonella Typhimurium, GFP reporter (AID 1863); S. Typhimurium PhoP-regulated promoter GFP reporter, 4 h; higher % means a stronger effect; 300,000 tested, 0.16% active; one-dose inhibition, % at 50 µM; IC50 in µM for titrated hits;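 active means inhibition over 29.93%, a cutoff 3 SD above the screen mean, later confirmed by dose response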;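 further: 0% = low Mg2+ inducing control and 100% = high Mg2+ repressing control; strong numbers were not always called active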
KOR beta-arrestin-2 – kappa opioid receptor blockers – cell-based, luminescence, uHTS (AID 1778) | KOR beta-arrestin recruitment, luminescence, antagonist mode; higher % means a stronger effect | inhibition, % at 10 µM, or IC50 in µM where a hit was titrated | 290,000 tested, 0.091% active; in the data active means inhibition above about 50%; further: strong numbers were not always called active
GPR55 beta-arrestin – selective activators of receptor GPR55 – imaging, U2OS cells, beta-arrestin-GFP redistribution, primary screen (AID 1961). U2OS GPR55 beta-arrestin-GFP redistribution imaging; higher % means a stronger effect. one-dose activation, % at 10 µM; EC50 in µM for titrated hits. 290,000 tested, 0.048% active;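 active means activation above 40% with more than 50 cells counted in the well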;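 further: U2OS osteosarcoma cells stably expressing GPR55 and beta-arrestin-GFP; plate controls were DMSO negative control for no effect and LPI positive control for full effect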
NTR1 ag – NTR1-driven beta-arrestin-GFP spot formation – imaging, U2OS cells, high content, primary screen (AID 493036); agonist mode; 330,000 tested, 0.17% active; activation, % at 20 µM;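 active means activation at or above 40% of the spot to cytoplasm intensity ratio, with at least 20 cells analyzed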;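 further: 0% = DMSO without peptide and 100% = 100 nM NTR1 peptide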
Target sequence (P30989 whole entry, looked up): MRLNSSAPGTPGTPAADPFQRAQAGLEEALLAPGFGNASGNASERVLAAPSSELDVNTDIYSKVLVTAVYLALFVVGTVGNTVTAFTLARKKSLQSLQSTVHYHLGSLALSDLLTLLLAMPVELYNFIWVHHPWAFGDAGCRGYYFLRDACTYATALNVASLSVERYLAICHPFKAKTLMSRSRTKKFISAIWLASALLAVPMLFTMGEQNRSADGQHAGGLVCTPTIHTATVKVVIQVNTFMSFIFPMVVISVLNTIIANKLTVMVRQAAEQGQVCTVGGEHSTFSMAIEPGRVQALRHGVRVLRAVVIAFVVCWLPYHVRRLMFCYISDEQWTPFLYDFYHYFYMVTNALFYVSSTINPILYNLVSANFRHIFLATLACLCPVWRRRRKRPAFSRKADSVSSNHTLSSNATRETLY
West Nile virus CPE – inhibition of WNV-induced cytopathic effect – cell-based, CPE readout (AID 1621). West Nile virus-infected cells, CPE inhibition; higher % means a stronger effect. 290,000 tested, 0.02% active. CPE inhibition, % at 10 µM; hits with a dose series show IC50 in µM; in the data active means a potency from the dose series; further: strong numbers were not always called active
GPR55 antagonists – GPR55 antagonists blocking LPI-driven arrestin recruitment, primary screen, imaging, U2OS, beta-arrestin-GFP, LPI agonist (AID 2013); one-dose inhibition, % at 10 µM; IC50 in µM for titrated hits; U2OS GPR55 beta-arrestin-GFP translocation imaging, LPI antagonism; higher % means a stronger effect; 290,000 tested, 0.13% active;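 active means spots per cell inhibited over 60%, with over 100 cells counted and total cytoplasm intensity under 500,000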;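 further: U2OS cells stably carrying GPR55 and arrestin-GFP stimulated by 5 µM LPI near EC80; imaged beta-arrestin-GFP aggregate spots per cell after agonist stimulation; plate controls were LPI-stimulated DMSO wells for no effect and DMSO wells without LPI for full effect; some results filed as inactive read as strong as hits; confirmed hits need IC50 under 10 µM and bright autofluorescent wells are also inconclusive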
T cell modulator vesicle-bound % – also measured in T cell modulator; calls as there; double positive events, %; measured here: CD8+ vesicle-bound cell fraction;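 binding gate set so that unloaded-vesicle control wells show 10% double positive cells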
NTR1 ag cell count 20 µM – recorded beside NTR1 ag, whose call it bears; cell count; measured here: cell count, cytotoxicity flag
* marks the source's active call; other numbers are inactive results; i = inactive; x = no result given; [ ] = remark or other dose.

SMILES | GPR35 antagonists | T cell modulator | T cell modulator vesicle-bound % | KOR beta-arrestin-1 | Salmonella PhoP GFP | KOR beta-arrestin-2 | GPR55 beta-arrestin | NTR1 ag | NTR1 ag cell count 20 µM | West Nile virus CPE | GPR55 antagonists
Cc1c([N+](=O)[O-])c(N)nn1C | 6% | i | 22 | 2.0% | -1% | 35% | -0.1% | 0.4 | 43 | 0.9% | -3%
CCOc1ccc2[nH]c(C)c(CN3CCN(CC)CC3)c(=O)c2c1 | -21% | i | 22 | 0.0% | 5% | -49% | -0.2% | 3.6 | 80 | -0.1% | -4%
CCOc1ccccc1NC(=S)N(CCOC)C1CCN(C(C)=O)CC1 | 5% | i | 60 | 3.0% | -10% | -1% | -0.1% | 0.7 | 48 | -0.1% | 5%
CCOc1ccc(NC(=O)CCC(=O)N/N=C(\C)c2cccs2)cc1 | -6% | i | 24 | 1.2% | -1% | 4% | 0.0% | -0.2 | 44 | -0.6% | 4%
CC1CCCCN1S(=O)(=O)c1cccc2nonc12 (centres undefined) | 0% | i | 61 | -3.0% | 1% | 4% | -0.1% | -1.1 | 51 | 0.1% | -2%
CCOC(=O)CNS(=O)(=O)c1cc(-c2nnc(Nc3ccc4c(c3)OCO4)c3ccccc23)ccc1C | 2% | i | 2 | 1.4% | -7% | 15% | -0.5% | 12 | 75 | 0.0% | 2%
CC1(C)CCCN(Cc2c(O)ccc3c(=O)c(-c4nc5ccccc5s4)c(N)oc23)C1 | -3% | i | 30 | 12% | -6% | -60% | -0.1% | 9.9 | 62 | 0.1% | -6%
CC(C)(C)c1ccc(C(=O)COC(=O)CN2C(=O)NC3(CCCC3)C2=O)cc1 | -4% | i | 60 | -3.6% | -1% | -4% | 0.2% | 3.6 | 59 | 0.1% | -7%
C=CCSc1nnc(C)n1-c1ccc(Cl)cc1 | 0% | i | 65 | 2.9% | 1% | 12% | 0.0% | 0.2 | 47 | -0.1% | -2%
CC(=O)OC(C(=O)NC1CCCCC1)c1ccncc1 (centres undefined) | 0% | i | 68 | 1.7% | 10% | -38% | -0.1% | 1.7 | 45 | -0.2% | -8%
Cc1ccc(-c2[nH]c(=S)[nH]c(=O)c2C#N)cc1 | 13% | i | 20 | x | -13% | -78%[20 µM] | -0.1% | -1.3 | 40 | 1.1% | 3%
CCn1c(SCC(=O)Nc2cccc(NC(C)=O)c2)nc2c([nH]c3ccccc32)c1=O | 9% | i | 38 | -1.6% | -7% | 1% | -0.1% | 2.0 | 83 | 0.5% | 8%
COc1ccccc1CNC(=O)C(NS(=O)(=O)c1ccc2c(c1)OCCO2)C(C)C (centres undefined) | -5% | i | 42 | 7.2% | 10% | -5% | -0.2% | 0.1 | 37 | -0.3% | -8%
Clc1ccccc1C1=CC(c2ccco2)n2nnnc2N1 (centres undefined) | -7% | i | 44 | -0.8% | 7% | -23% | 0.1% | 1.0 | 60 | -0.2% | -3%
COc1cccc(CN(CC2CCCO2)S(=O)(=O)c2ccc(S(=O)(=O)N(C)C)cc2)c1 (centres undefined) | -4% | i | 14 | -0.5% | 3% | 9% | 0.0% | -0.4 | 76 | -0.9% | 4%
Cc1sc2ncnc(SCC(=O)N(C(C)C)C(C)C)c2c1C | -10% | i | 29 | -2.6% | -1% | -14%[20 µM] | -0.1% | 5.9 | 76 | -1.4% | 2%
Cc1ccc(C(=O)NC(=S)NNC(=O)c2ccccc2)cc1 | 3% | i | 58 | 6.2% | 4% | -7% | 0.6% | 2.0 | 65 | 0.1% | -12%
CCOc1cc(/C=N/NC(N)=O)ccc1OCC(=O)Nc1ccc(C)c(C)c1 | 0% | i | 31 | x | -6% | -12%[20 µM] | 0.1% | 1.2 | 43 | 1.0% | 0%
O=C(c1ccco1)c1cn(CC(=O)N2CCCC2)c2ccccc12 | -11% | i | 46 | -6.6% | -2% | 26% | 0.1% | -1.2 | 50 | -0.2% | 0%
CSc1ccc(C2NC(=O)CCC2[N+](=O)[O-])cc1 (centres undefined) | -14% | i | 41 | -3.9% | 3% | 0% | 0.0% | -0.7 | 90 | 0.1% | 6%
CC(=O)N1CCN(C(=O)c2cc(=O)c3ccccc3o2)CC1 | -2% | i | 29 | -4.4% | 8% | 2% | 0.2% | -0.9 | 31 | -0.2% | 21%
O=C(CN(c1cccc(Cl)c1)S(=O)(=O)c1ccccc1)NN=C1CCCC1 | 6% | i | 52 | -1.1% | -5% | -18% | -0.3% | 1.2 | 63 | 1.0% | 0%
CC(=O)N1N=C(c2ccc(Cl)cc2)CC1c1ccco1 (centres undefined) | 10% | i | 27 | -0.2% | -9% | 2% | -0.1% | -0.1 | 54 | -1.4% | -4%
CCCCn1c(N)c(N(CCOC)C(=O)CN(C)S(=O)(=O)c2ccc(Cl)cc2)c(=O)[nH]c1=O | 5% | i | 55 | -3.2% | -3% | 29% | -0.2% | 0.4 | 54 | 1.0% | -15%
COCCn1c(-c2ccccc2)nc2ccccc21 | 5% | i | 13 | -1.5% | 12% | -9% | -0.2% | 3.7 | 57 | -0.5% | 3%
Cc1cc(C)c(-c2csc(NC(=O)COC(=O)c3ccc4c(c3)OCO4)n2)c(C)c1 | -20% | i | 54 | 8.0% | 2% | -22% | 0.4% | -0.1 | 78 | -0.3% | 2%
COc1ccc(C(CC(=O)N2CCN(C)CC2)NC(=O)C(F)(F)F)cc1 (centres undefined) | -8% | i | 58 | -4.0% | 6% | 6% | -0.2% | -2.1 | 78 | 0.1% | 4%
CCSC1=C(C#N)C(c2cccc(OC)c2)CC(=O)N1 (centres undefined) | 4% | i | 58 | -5.3% | -6% | 1% | -0.1% | -1.2 | 64 | -0.2% | 2%
Cn1c(CN2CCCC2)nc2cc(NC(=O)C3CCCCC3)ccc21 | 3% | i | 13 | -0.4% | -4% | 6% | -0.1% | 0.2 | 68 | 1.5% | -5%
Cc1c(OCC(=O)C(C)(C)C)ccc2c(-c3ccccc3)cc(=O)oc12 | 6% | i | 59 | 2.8% | 7% | 23% | 1.1% | 3.6 | 63 | 0.2% | 15%
CC1(C)Cc2nc(Cl)c(C#N)cc2CO1 | 2% | i | 46 | x | -2% | -8%[20 µM] | 0.2% | 0.3 | 35 | -0.2% | 5%
O=C(COc1nsnc1N1CCOCC1)N1CCOCC1 | 14% | x | x | -3.1% | 2% | 26% | 0.0% | x | x | x | -6%
CCC(C)N1CC(=O)N2Cc3[nH]c4ccccc4c3C[C@H]2C1=O (some centres undefined) | 1% | i | 42 | -2.8% | 14% | -4% | 0.0% | -0.5 | 91 | -0.1% | -1%
O=C1CC(c2ccc(Cl)cc2)c2c(O)cc(O)cc2O1 (centres undefined) | 3% | i | 50 | -5.0% | -2% | 14% | 0.0% | 0.3 | 72 | -0.3% | -2%
CN(CC(=O)Nc1ccc(N2CCOCC2)cc1)CC(=O)Nc1ccccc1C#N | 5% | i | 17 | -2.4% | -7% | 12% | -0.2% | 1.1 | 79 | -0.7% | -8%
Cc1cccc(Nc2nc3c(S(=O)(=O)c4ccccc4)nnn3c3ccccc23)c1C | x | i | 68 | 4.6% | -4% | -6% | -0.3% | 1.6 | 55 | 0.4% | 11%
O=C(NCCCCO)C(F)(F)C(F)(F)C(F)(F)C(=O)NCCCCO | 0% | i | 39 | 0.4% | 9% | -5% | 0.3% | -0.5 | 82 | -0.2% | 12%
CSc1ccccc1OCc1cc(C(=O)NC(C)c2cnn(C)c2)no1 (centres undefined) | 3% | i | 58 | 10% | -4% | -16% | -0.2% | -0.6 | 57 | -0.3% | 10%
COC(=O)c1ccc(COc2ccc(C=O)cc2OC)o1 | 15% | i | 47 | -2.5% | 1% | -19% | 0.5% | 0.5 | 45 | 0.1% | 1%
COC(=O)C(=O)/C=C(\O)c1ccc(C)cc1 | 3% | i | 51 | 5.2% | -21% | -13% | 0.2% | 0.4 | 73 | x | 17%
CC(=O)NC1(C(F)(F)F)C(=O)Nc2c1c(=O)[nH]c(=O)n2-c1ccccc1 (centres undefined) | -3% | i | 50 | 0.4% | -5% | 20% | -0.1% | 0.1 | 65 | 0.4% | 3%
CC(C)Oc1ccc(C(=O)N(Cc2ccco2)C2CCS(=O)(=O)C2)cc1 (centres undefined) | 6% | i | 54 | 1.3% | -4% | -4% | -0.1% | 0.5 | 62 | -0.7% | 2%
CCC(CO)NCc1ccc(OCC(O)c2ccccc2)c(OC)c1 (centres undefined) | 2% | i | 40 | 0.2% | 6% | -5% | -0.2% | 1.4 | 55 | 0.3% | -5%
COCCCNC(CC(=O)Nc1ccc(OC)cc1OC)C(=O)O (centres undefined) | -9% | i | 26 | 1.2% | -5% | 15% | 0.0% | 0.7 | 57 | -0.1% | 3%
O=C(Nc1ccncc1)Nc1ccccn1 | -19% | i | 33 | 0.3% | 15% | 20% | -0.2% | -1.2 | 49 | 0.4% | -5%
O=C(CN1CCC(n2nnc3cc(F)ccc32)CC1)NCCc1nc2ccccc2[nH]1 | 7% | i | 22 | x | -11% | -5% | 0.1% | 0.4 | 52 | -0.1% | 6%
O=C(N/N=C/c1ccccc1OCc1ccccc1)c1cccnc1 | -9% | i | 55 | 12% | 3% | -24% | -0.3% | 2.0 | 88 | -0.7% | 2%
CN(Cc1ccccc1NC(=O)c1ccc(S(=O)(=O)N(C)C)cc1)C1CCCCC1 | -1% | i | 42 | -1.7% | 3% | 11% | -0.2% | 2.4 | 46 | -1.0% | 6%
O=c1[nH]c(/C=C/c2ccc(OC(F)F)cc2)nc2c1cnn2-c1ccccc1 | -2% | i | 59 | -4.8% | -1% | -40%[20 µM] | -0.1% | 3.9 | 79 | -0.1% | 3%
COc1ccc(/C=C/c2c(-c3ccc(OC)cc3)sc3ccc(N4CCOCC4)cc23)cc1 | 2% | i | 11 | -2.9% | 0% | -9%[20 µM] | 0.1% | 2.8 | 44 | -0.4% | -9%

Profiles from above. Values in the order: GPR35 antagonists | T cell modulator | T cell modulator vesicle-bound % | KOR beta-arrestin-1 | Salmonella PhoP GFP | KOR beta-arrestin-2 | GPR55 beta-arrestin | NTR1 ag | NTR1 ag cell count 20 µM | West Nile virus CPE | GPR55 antagonists
Listed for `O=c1[nH]c(/C=C/c2ccc(OC(F)F)cc2)nc2c1cnn2-c1ccccc1` : -2% | i | 59 | -4.8% | -1% | -40%[20 µM] | -0.1% | 3.9 | 79 | -0.1% | 3%
Listed for `CC(=O)NC1(C(F)(F)F)C(=O)Nc2c1c(=O)[nH]c(=O)n2-c1ccccc1` (centres undefined) : -3% | i | 50 | 0.4% | -5% | 20% | -0.1% | 0.1 | 65 | 0.4% | 3%
